Source: PubChem BioAssay
Polio RdRp inh: poliovirus RdRp elongation inhibitors, primary screen, biochemical, fluorescence polarization, total intensity; 150,000 compounds, 0.66% hits; % elongation, % (compound at 16.7 µg/mL); AID 588519, 2011; poliovirus polymerase elongation; hits give low values; in the data active means % elongation below about 90%; further: some results filed as inactive read as strong as hits
Target sequence (P03300 1749-2209 limits assumed): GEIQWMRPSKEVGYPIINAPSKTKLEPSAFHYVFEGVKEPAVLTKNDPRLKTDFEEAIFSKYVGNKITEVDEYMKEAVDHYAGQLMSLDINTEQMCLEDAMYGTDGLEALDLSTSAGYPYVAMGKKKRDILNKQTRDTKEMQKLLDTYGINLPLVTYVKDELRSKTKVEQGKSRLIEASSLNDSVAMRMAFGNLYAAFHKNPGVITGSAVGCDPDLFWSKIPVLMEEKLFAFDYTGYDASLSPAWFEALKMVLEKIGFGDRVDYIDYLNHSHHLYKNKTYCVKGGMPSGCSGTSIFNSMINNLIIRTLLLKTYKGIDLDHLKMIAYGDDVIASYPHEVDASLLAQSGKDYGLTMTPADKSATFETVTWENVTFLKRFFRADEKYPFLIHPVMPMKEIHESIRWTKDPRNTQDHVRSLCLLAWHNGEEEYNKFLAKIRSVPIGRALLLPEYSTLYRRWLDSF
Polio RdRp inh FP z-score: also measured in Polio RdRp inh; calls as there; z-score; measured here: FP z-score; hits read low
The depositor's hits bear a star.

Every second line gives: Polio RdRp inh	Polio RdRp inh FP z-score
- COc1cccc(CN2COc3ccc4c(oc(=O)c5ccccc54)c3C2)c1
 : 100	-0.6
- Cc1ccc(-n2c(C)ccc2C)cc1
 : 105	0.6
- CCC(=O)N1CCc2cc(Br)cc(S(=O)(=O)CCC(=O)NCc3cccc(OC)c3)c21
 : 103	-0.6
- N#C/C(=C1/CCCN1)c1nc2ccccc2s1
 : 106	0.5
- COc1ccc(C(=O)n2cnnc2N)cc1
 : 98	-1
- Cc1ccccc1NC1=NC(C)(C)CS1
 : 98	-1.2
- Cc1ccc(-c2nnc(Nc3cccc(C(F)(F)F)c3)c3ccccc23)cc1S(=O)(=O)N1CCOCC1
 : 106	0.6
- CC1CCN(C(=O)CSc2nc(-c3ccc(C(C)C)cc3)no2)CC1
 : 101	-1.2
- CSc1cccc(NC(=O)C2CCN(S(=O)(=O)c3ccc4[nH]c(=O)oc4c3)CC2)c1
 : 99	-1.5
- C(=NCc1cccnc1)c1c2ccccc2cc2ccccc12
 : 98	-0.4
- O=C1CC2(CCCC2)CC(=O)N1CCCCN1CCN(c2ncccn2)CC1
 : 101	0.2
- Cc1cccc(-n2ncc3c(Nc4ccc(Oc5ccc(Cl)cc5)cc4)ncnc32)c1
 : 109	0.7
- Cc1ccc(-n2nc(C)c3c(C)cc(=O)n(CC(=O)NCc4ccc(OC(C)C)cc4)c32)cc1
 : 105	-0.3
- O=C(OCC1CC1)c1cnc(N2CCOCC2)nc1C(F)(F)F
 : 100	-0.4
- Cc1ccc(OCC(O)CN2CC(C)CC(C)C2)cc1 (centres undefined)
 : 100	-0.6
- Cc1ccc(C)c(NC(=O)C2CCCN2S(=O)(=O)c2ccc3c(c2)n(C)c(=O)c(=O)n3C)c1 (centres undefined)
 : 107	0.7
- O=S(=O)(NCCN1CCOCC1)c1ccc2ccccc2c1
 : 99	-0.9
- O=C(O)c1ccc(N=Cc2cn(Cc3ccccc3)c3ccccc23)cc1
 : 101	-0.5
- CCOC(=O)/C(=N\O)C1=NC2(CCCC2)Cc2cc(OC)c(OC)cc21
 : 100	-0.3
- CCOC(=O)c1ccc2c(c1)nc(SCC(=O)c1ccc3c(c1)OCCO3)n2CC
 : 103	0.2
- Cc1ccccc1NC(=O)CSc1nc(-c2ccccc2C)nc2cc(=O)[nH]n12
 : 104	-0.5
- CCCCS(=O)(=O)NC1=NCN(C2CCN(Cc3ccccc3)CC2)CN1
 : 103	0.2
- CCN(C(=O)c1oc2ccccc2c1C)c1ccccc1
 : 104	1.1
- CC(=O)Oc1cccc2cc(-c3nc(-c4ccc(F)cc4)no3)c(=O)oc12
 : 103	0.6
- Cc1cc(C)cc(-n2c(SCC(=O)N3CCc4ccccc43)nc3c([nH]c4ccccc43)c2=O)c1
 : 105	-0.6
- COc1cccc(CNC(=O)CN2C(=O)CSc3ccc(S(=O)(=O)N(C)C)cc32)c1
 : 110	0.2
- Cc1ccc(-n2nc(C(=O)NCCc3cccc(C)c3)c3c4ccccc4n(C)c3c2=O)cc1
 : 102	-0.3
- COc1cc(CC(=O)OCC(=O)N2CCCC2=O)cc(OC)c1OC
 : 96	-0.3
- CCOC(=O)Cn1c(=NC(=O)c2ccco2)sc2cccc(F)c21
 : 99	-1.1
- COC(=O)c1ccc2c(=O)[nH]c(COC(=O)C3CC4CCCC(C3)C4=O)nc2c1 (centres undefined)
 : 103	0.1
- C=Cc1ccc(Cn2c(C(=O)O)c(CNCCc3ccc(SC)cc3)c3ccccc32)cc1
 : 101	-0.3
- Cc1n[nH]c(C)c1S(=O)(=O)N1CCC(C(=O)OCc2ccc(C(C)(C)C)cc2)CC1
 : 103	-0.2
- Oc1ccc(-c2nc3sc(-c4ccc(O)cc4)nc3s2)cc1
 : 110	0.7
- O=C(CCc1nc(CN2CCN(S(=O)(=O)c3ccc(Cl)cc3)CC2)no1)N1CCCCC1
 : 105	-0.6
- CN1C(=C(C#N)C(=O)COc2ccc(C#N)cc2)N(C)c2ccccc21
 : 99	-0.3
- c1cncc(C2Nc3ccccc3-n3cccc32)c1 (centres undefined)
 : 102	-0.2
- CN(Cc1cccc(Cl)c1)Cc1cc2c(cc1O)CCC2
 : 96	-0.6
- Cc1ccc(C2OC3=C(C(=O)CC(C)(C)C3)C(N)=C2C#N)o1 (centres undefined)
 : 104	0.9
- Cc1ccc(S(=O)(=O)NCc2cn3ccccc3n2)c(C)c1
 : 103	0.3
- Cc1ccc(OCCn2cc(C(=O)c3ccco3)c3ccccc32)cc1C
 : 104	0
- N/C(=N\OC(=O)CCN1C(=O)c2ccccc2C1=O)c1ccncc1
 : 101	0.5
- COC(=O)c1sc(NC(=O)c2ccccc2)c(C#N)c1C
 : 106	0.3
- Cc1cccc(N2CCN(CCCNC(=O)c3sc4ncccc4c3-n3cccc3)CC2C)c1 (centres undefined)
 : 109	0.6
- O=C(CN1C(=O)COc2ccccc21)N(Cc1ccccc1)Cc1ccccn1
 : 104	1.3
- CCC(=O)n1nc(-c2ccccc2)nc1N
 : 106	0.8
- Cc1cc2ncn(-c3ccc(S(=O)(=O)N4CCCC4)cn3)c2cc1C
 : 99	-0.4
- CC1CC(NNc2ccc(Br)cc2)NC(=S)N1 (centres undefined)
 : 101	-0.3
- COc1ccc(C(=O)/C=C(\N)C(F)(F)F)c(O)c1
 : 100	0.2
- C=CCN(C(=O)c1cn(CC(C)C)c(=O)c2cc(OC)c(OC)cc12)c1ccccc1
 : 101	0.5
- c1ccc(CN(Cc2cccs2)C(c2cccs2)c2nnnn2C2CCCC2)cc1 (centres undefined)
 : 99	-1
- CCC(C)NC(=O)CSCc1nc(-c2ccc(C)cc2)oc1C (centres undefined)
 : 106	0.1
- COC(=O)c1c(NC(=O)C2c3ccccc3Oc3ccccc32)sc2c1CCC(C(C)(C)C)C2 (centres undefined)
 : 106	0.3
- COc1cccc(NC(=O)C2CCCN2S(=O)(=O)c2ccc3c(c2)C(C)(C)C(=O)N3C)c1 (centres undefined)
 : 104	-0.2
- O=C(Nc1cccc(Cl)c1)c1cnc[nH]1
 : 109	0.9
- O=C(O)CCN1C(=O)c2ccc(Oc3ccc4c(c3)C(=O)N(CCC(=O)O)C4=O)cc2C1=O
 : 102	0.2
- CC(=O)Nc1ccc(C(=O)N2CCc3ccccc3C2)cc1
 : 102	0.1
- CC(C)C1C(=O)Nc2ccc(S(=O)(=O)NCCc3ccc(Cl)cc3)cc21 (centres undefined)
 : 103	-0.7
- O=C(/C(=N/Nc1ncnc2sc3c(c12)CCCC3)c1ccco1)c1ccco1
 : 111	0.9
- CCc1ccc(NC(=O)CN2CCSc3ccc(S(=O)(=O)N4CCCC4)cc32)cc1
 : 110	0.8
- COc1ccc(NC(=O)c2cc3nc(-c4ccc(Cl)c(Cl)c4)cc(C(F)(F)F)n3n2)c(OC)c1
 : 106	0.6

An excerpt of these results, as labelled records.
Cc1ccc(C2OC3=C(C(=O)CC(C)(C)C3)C(N)=C2C#N)o1 (centres undefined)
  Polio RdRp inh = 104; Polio RdRp inh FP z-score = 0.9

COc1ccc(C(=O)n2cnnc2N)cc1
  Polio RdRp inh = 98; Polio RdRp inh FP z-score = -1

Oc1ccc(-c2nc3sc(-c4ccc(O)cc4)nc3s2)cc1
  Polio RdRp inh = 110; Polio RdRp inh FP z-score = 0.7

CC(=O)Nc1ccc(C(=O)N2CCc3ccccc3C2)cc1
  Polio RdRp inh = 102; Polio RdRp inh FP z-score = 0.1

(list continues)
Every second line gives: Polio RdRp inh	Polio RdRp inh FP z-score
- COC(=O)C1=C(C)NC(=O)/C1=C\c1ccc(C)cc1
 : 101	-0.2
- CCOc1ccc(C2=CC(c3cccc(OC)c3)c3ccccc3O2)cc1 (centres undefined)
 : 101	-0.1
- Cc1ccc(NC(=O)CSc2n[nH]c(-c3ccc(F)cc3)n2)cc1F
 : 108	-0.1
- Cc1cc(C)cc(Nc2nnc(-n3nc(C)cc3C)c3ccccc23)c1
 : 108	0.8
- O=C(NCc1ccccc1)NCC1CCN(CCc2ccccc2)C1 (centres undefined)
 : 103	0.7
- COc1ccc(NC(=O)Cn2ncc3c(C)n(Cc4cccc(Cl)c4)c(C)c3c2=O)cc1
 : 111	0.9
- COc1ccc(/C=C/C(=O)N2CCC(c3ccccc3)C2)cc1 (centres undefined)
 : 102	0.6
- COc1ccc(Cc2nc3ccccc3n2Cc2ccccc2F)cc1
 : 105	-0.4
- CC(C)C1CC(CCN)(Cc2ccccc2)CCO1 (centres undefined)
 : 105	0.1
- CCOC(=O)c1nn(-c2ccccc2)c(=O)c2c(N)c(C#N)c(-c3ccco3)cc12
 : 109	0.7
- O=c1oc2ccccc2n1Cc1ccccc1Cl
 : 109	0.7
- O=C(c1cc2c(s1)-c1ccccc1SC2)N1CCCC1
 : 101	-0.1
- Cc1cc(C)n(C(=O)c2cccc(S(=O)(=O)N3CCCC3)c2)n1
 : 99	-0.3
- O=C(CSc1nnnn1-c1ccccc1)Nc1ccc(S(=O)(=O)Nc2nccs2)cc1
 : 103	0.2
- NC1=NC(=O)/C(=C\c2ccc(F)cc2)S1
 : 105	0.7
- O=C(Cc1ccccc1)NC1CCN(C(=O)c2cccs2)CC1
 : 104	0
- Cc1noc(C)c1/C=C/C(=O)Nc1ccccc1C(C)(C)C
 : 102	-0.2
- Cn1c(N)c(C(=S)NC(=O)C(C)(C)C)c(=O)[nH]c1=O
 : 135	4.4
- CCCN=C1NC(=O)C(CC(=O)Nc2ccccc2Cl)S1 (centres undefined)
 : 103	-0.4
- O=C(NCNC(=O)NC1C(=O)NC(=O)N1CO)NC1C(=O)NC(=O)N1CO (centres undefined)
 : 99	-0.2

Reformatted with bars between the fields: 2 of the compounds above.
molecule | Polio RdRp inh | Polio RdRp inh FP z-score
COc1cccc(NC(=O)C2CCCN2S(=O)(=O)c2ccc3c(c2)C(C)(C)C(=O)N3C)c1 (centres undefined) | 104 | -0.2
COC(=O)c1ccc2c(=O)[nH]c(COC(=O)C3CC4CCCC(C3)C4=O)nc2c1 (centres undefined) | 103 | 0.1

The listing continues:
Every second line gives: Polio RdRp inh	Polio RdRp inh FP z-score
- OC(COc1cccc2ccccc12)CN1CCOCC1 (centres undefined)
 : 101	-0.3
- O=C1NCCNC1CC(=O)N1CCN(c2ccccc2)CC1 (centres undefined)
 : 103	1
- COc1ccc(-c2c(N)n[nH]c2-c2ccccc2)cc1OC
 : 101	0.5
- Cc1cc2occ(CC(=O)OCC(=O)Nc3sccc3C#N)c2cc1C
 : 80	-3.2
- CCCCN(Cc1ccccc1)C(=O)C1CCN(Cc2cccc(O)c2)CC1
 : 103	-0.1
- Cc1ccccc1CNC(=O)C1CCN(c2nn3cc(-c4ccc(F)cc4)nc3s2)CC1
 : 105	-0.6
- CC(=O)Nc1ccccc1C#N
 : 102	0.2
- Nc1ccccc1NCCc1ccccc1
 : 104	0.3
- CC1CCCC(C)N1C(=O)CSc1nnc(-c2ccccc2)o1 (centres undefined)
 : 100	-0.3
- O=C(O)CCc1ccc(-c2ccc(Cl)cc2)n1-c1cccc(C(F)(F)F)c1
 : 108	-0.4
- Cc1ccc(-n2c(SCC(=O)NCc3ccc(F)cc3)nc3c([nH]c4ccccc43)c2=O)cc1
 : 103	-0.9
- NC(=S)N1N=C(c2ccc(Cl)cc2)CC1c1ccco1 (centres undefined)
 : 101	0.1
- CSc1nnc(CCNC(=O)N(c2ccccc2)c2ccccc2)n1C
 : 102	0
- CC(C)Cn1c(Cc2ccccc2)nc2ccccc21
 : 98	-0.2
- O=c1cnn(-c2ccccc2)c(-c2ccccc2)c1
 : 103	0.2
- Cc1ccc(C(=O)OCC(=O)N2c3ccccc3CC2C)cc1 (centres undefined)
 : 101	-0.1
- O=C(CN1C(=O)CSc2ccc(S(=O)(=O)N3CCOCC3)cc21)NCCCN1CCCCC1
 : 114	0.8
- Cc1c(C(=O)N2CCOCC2)oc2ccc3c(c12)C(=O)CC(C)(c1ccc(Cl)cc1)O3 (centres undefined)
 : 102	-0.1
- COc1ccc(C(=O)NCc2nnc(SCC(=O)Nc3ccccc3)n2-c2ccc(F)cc2)cc1
 : 100	-0.4
- O=C(NCc1ccc2c(c1)OCO2)c1ccc2c(c1)N(Cc1c(F)cccc1Cl)C(=O)c1ccccc1S2
 : 112	1

Retrieved one by one from the list above:
Every second line gives: Polio RdRp inh	Polio RdRp inh FP z-score
- Cc1ccc(-n2c(SCC(=O)NCc3ccc(F)cc3)nc3c([nH]c4ccccc43)c2=O)cc1
 : 103	-0.9
- O=C(NCc1ccc2c(c1)OCO2)c1ccc2c(c1)N(Cc1c(F)cccc1Cl)C(=O)c1ccccc1S2
 : 112	1

(more compounds)
Every second line gives: Polio RdRp inh	Polio RdRp inh FP z-score
- O=C(Nc1ccc2c(c1)oc1ccccc12)C1CCCO1 (centres undefined)
 : 102	0.4
- O=C(Nc1ccc2c(c1)nc1n2CCCCC1)c1ccccc1NS(=O)(=O)c1cccs1
 : 104	0.4
- O=C1CCN(S(=O)(=O)c2ccc(Br)cc2)CCN1
 : 107	0.5
- Cc1c(/C(CC(C)C)=N/O)c2ccccc2n1C
 : 103	0.3
- CC(C)S(=O)(=O)c1oc(-c2ccc(F)cc2)nc1S(=O)(=O)c1ccc(F)cc1
 : 110	0.4
- Cc1c(C(=O)NCc2ccccc2)sc2nc3n(c(=O)c12)CCC3
 : 107	0
- FC(F)(F)c1cc(-c2cccs2)nc2c1cnn2Cc1cccnc1
 : 102	-0.2
- Cc1nn(-c2ccccc2)nc1C(=O)Oc1cncc(Cl)c1
 : 103	0.3
- CCN(CC)C(=O)Nc1c(C)cc(C)cc1C
 : 101	-0.4
- C#CCN1C(=O)C(O)(CC(=O)c2ccccc2)c2ccccc21 (centres undefined)
 : 104	0.9
- COc1ccc(N2CCN(S(=O)(=O)c3ccc(-c4ccno4)cc3OC)CC2)cc1
 : 101	-0.8
- N=C(N)N=Nc1c(O)[nH]c2ccccc12
 : 101	0
- CCOc1ccc(NC(=O)CSc2nnc(NC(=O)Nc3ccccc3)s2)cc1
 : 109	0.7

These rows are one share of the data; count on the stated rates, not on these rows.
